Screening data as filed in PubChem BioAssay.
DTT redox prof – compounds producing H2O2 with reducing agent – biochemical, NIH compound library profiling, artefact control for MLSCN library redox annotation, primary screen; DTT-dependent redox cycling H2O2, phenol red/HRP absorbance; 100% = 100 µM peroxide control, 0% = buffer; activation, % at 10 µM; actives 0.03% (n = 200,000);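 active means activation of at least 50% relative to the plate's high and low controls in the primary single-dose screen; inactive means activation below 50%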;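 further: compound incubated with DTT at 0.8 mM final as the reducing agent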
TNAP inh noacc – blocks human TNAP activity with no phosphate acceptor present | purified TNAP, CDP-star luminescence, 30 min | AID 1012 | inhibition, % at 20 µM | actives 0.26% (n = 200,000) | P05186;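 active means tissue-nonspecific alkaline phosphatase inhibition above about 50% at 20 µM in the single-dose screen, limit read from the data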;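 further: 0% = DMSO negative control and 100% = EDTA positive control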
PMI act – increases human mannose-6-phosphate isomerase activity; P34949; activation factor at 20 µM; purified human PMI, coupled resazurin fluorescence, 20 min; active compounds read high; 1 = vehicle control, 0 substrate-free wells; actives 0.005% (n = 190,000);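 active means activation factor of 2 or more at 20 µM, relative to plate controls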
Target sequence (P34949 whole entry, looked up): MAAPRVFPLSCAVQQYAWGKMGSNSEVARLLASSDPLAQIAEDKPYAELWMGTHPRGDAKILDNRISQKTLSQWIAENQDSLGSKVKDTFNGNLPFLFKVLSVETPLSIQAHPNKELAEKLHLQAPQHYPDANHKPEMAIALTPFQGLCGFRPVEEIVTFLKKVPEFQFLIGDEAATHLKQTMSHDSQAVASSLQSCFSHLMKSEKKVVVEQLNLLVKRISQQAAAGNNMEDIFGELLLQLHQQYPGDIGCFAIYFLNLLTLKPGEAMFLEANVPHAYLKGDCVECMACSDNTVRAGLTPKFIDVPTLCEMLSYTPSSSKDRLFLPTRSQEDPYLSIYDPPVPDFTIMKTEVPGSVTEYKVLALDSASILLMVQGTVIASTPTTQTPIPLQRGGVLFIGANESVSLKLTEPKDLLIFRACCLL
S1P3 antagonist – antagonists of human S1P3 receptor; actives 0.27% (n = 170,000); CHO S1P3 NFAT-BLA reporter, FRET fluorescence, antagonist mode; inhibition, % at 4.98 µM;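 active means inhibition above the plate cutoff, the mean inhibition of test wells on that plate plus 3 SD, cut at about 28% in these data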;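 further: cells challenged with S1P at its EC80 of 0.8 µM; blue over green emission ratio from cleaved BLA substrate after 4 h stimulation; 0% = S1P-stimulated wells and 100% = unstimulated DMSO-only wells; some compounds past the cut are filed as inactive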
Target sequence (Q99500 whole entry, looked up): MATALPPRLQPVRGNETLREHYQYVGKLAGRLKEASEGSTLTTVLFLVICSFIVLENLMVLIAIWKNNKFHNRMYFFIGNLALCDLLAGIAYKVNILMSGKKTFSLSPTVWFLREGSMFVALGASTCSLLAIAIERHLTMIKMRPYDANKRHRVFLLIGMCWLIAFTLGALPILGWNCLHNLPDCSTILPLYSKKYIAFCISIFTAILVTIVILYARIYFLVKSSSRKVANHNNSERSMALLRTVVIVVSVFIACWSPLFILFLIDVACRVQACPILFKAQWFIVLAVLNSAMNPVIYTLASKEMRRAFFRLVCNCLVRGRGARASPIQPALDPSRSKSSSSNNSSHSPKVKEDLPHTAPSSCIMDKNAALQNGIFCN
HMGR II inh – E. faecalis class II HMG-CoA reductase inhibition | inhibition, % at 10 µM | actives 0.41% (n = 190,000) | purified E. faecalis HMGR, NADPH absorbance 340 nm kinetic;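 active means inhibition above a set limit, the median over all tested compounds plus 3 SD, cut at about 9.5% in these data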;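 further: enzyme runs in reverse so mevalonate oxidation gives rising NADPH absorbance; 0% = complete reaction with DMSO and 100% = background rate lacking mevalonate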
L major viab – Leishmania major promastigote growth inhibition. Leishmania major promastigotes, resazurin fluorescence viability. inhibition, % at 10 µM. actives 9% (n = 200,000); in the data active means inhibition above about 50%;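 further: promastigotes grown with compound for 44 hours at 28 °C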
Hsp70 activator – switches on Hsp70 transcription. HeLa Hsp70 promoter luciferase reporter, luminescence; scaled: vehicle 0, proteasome-inhibitor control 100%. activation, % at 10 µM. actives 0.04% (n = 200,000). AID 1203;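 active means activation above the mean across all tested compounds plus 3 SD, cutoff set per campaign, cut at about 5.5% in these data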;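 further: 100% = MG132 at 30 µM as the positive control and 0% = DMSO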
RAM inhibit – inhibitors of the yeast RAM network | inhibition, % at 50 µM | actives 1.8% (n = 190,000) | AID 868 | S. cerevisiae dse1pr::URA3 reporter, 5-FOA growth OD615, 2 d; analog-sensitive cbk1-as2 kinase mutant strain;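 active means inhibition above a set limit, 3 SD over mean compound inhibition, cut at about 8.4% in these data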;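 further: 0% = DMSO-only wells with no growth and 100% = 10 µM 1-NA-PP1 full growth; inhibition rescues growth on 5-FOA so higher OD means more RAM inhibition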
TNAP inh hiacc – TNAP (human) inhibition, high acceptor. P05186. purified TNAP, CDP-star luminescence, 1 M DEA. inhibition, % at 20 µM. actives 0.03% (n = 200,000);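 active means over 50% inhibition of tissue-nonspecific alkaline phosphatase at 20 µM in the single-dose screen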;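 further: plate controls were DMSO wells for no effect and EDTA-quenched wells as full inhibition for full effect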
PMI act satM6P – increases human PMI activity with near-saturating mannose 6-phosphate; activation factor at 20 µM; coupled PMI enzyme assay, resazurin fluorescence, 20 min; active compounds read high; 1 = untreated enzyme, 0 = substrate-free blank; actives 0.34% (n = 190,000); AID 1216; P34949;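 active means activation factor of 2 or more at 20 µM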
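Test system: human phosphomannose isomerase with PGI, G6PDH, diaphorase coupling enzymes; amount: 15 ng/mL PMI; incubation: enzyme reaction with compound 20 min at room temperature; technique: resorufin fluorescence (Ex 544/Em 590 nm) from resazurin via diaphorase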
Starred values were filed as active, the others as inactive.

How did CC(=O)N1c2ccc3ccccc3c2C(C)CC12CCCCC2 (centres undefined) do in these assays?
DTT redox prof: 0.2; TNAP inh noacc: -17; PMI act: 1; HMGR II inh: -3; L major viab: -2; Hsp70 activator: -0.4; RAM inhibit: 10*; TNAP inh hiacc: -11; PMI act satM6P: 0.9

What do the screens show for `CCn1c(COc2ccccc2)nnc1SCC(=O)NCc1ccco1`?
DTT redox prof: -0.6; TNAP inh noacc: -9; PMI act: 1; S1P3 antagonist: -5; HMGR II inh: 1; L major viab: -5; Hsp70 activator: -0.2; RAM inhibit: 0.7; TNAP inh hiacc: -2; PMI act satM6P: 1

What do the screens show for `CSc1ccc(C2C(C#N)=C(N)Oc3cc4c(cc32)OCO4)cc1` (centres undefined)?
DTT redox prof: 2.2; TNAP inh noacc: -6; PMI act: 0.8; S1P3 antagonist: 10; HMGR II inh: 4; L major viab: 19; Hsp70 activator: -0.3; RAM inhibit: 1.9; TNAP inh hiacc: -1; PMI act satM6P: 0.9

How did O=C(Oc1cccc(/C=N/Nc2nc(Nc3ccccc3)nc(N3CCOCC3)n2)c1)c1ccco1 do in these assays?
DTT redox prof: 0.2; TNAP inh noacc: -3; PMI act: 0.8; S1P3 antagonist: -6; HMGR II inh: 3; L major viab: 65*; Hsp70 activator: 0.0; RAM inhibit: 2.0; TNAP inh hiacc: -4; PMI act satM6P: 0.9

Results for CCCSc1nnc(CSc2nc3nc(C)cc(C)n3n2)o1 ?
DTT redox prof: -4.2; TNAP inh noacc: -2; PMI act: 0.9; HMGR II inh: 1; L major viab: -3; Hsp70 activator: -0.2; RAM inhibit: 0.1; TNAP inh hiacc: 3; PMI act satM6P: 0.9

How did COc1ccc2c(c1OC)C(=O)N1c3ccccc3C(=O)N(c3ccc(F)cc3)C21 (centres undefined) do in these assays?
DTT redox prof: 3.6; TNAP inh noacc: -12; PMI act: 1; HMGR II inh: -1; L major viab: 9; Hsp70 activator: -0.3; RAM inhibit: 6.9; TNAP inh hiacc: -4; PMI act satM6P: 0.9

How did Cc1ccc(Cn2cc(/C=N/Nc3ccc([N+](=O)[O-])cn3)c3ccccc32)cc1 do in these assays?
DTT redox prof: 3.5; TNAP inh noacc: 28; PMI act: 1.2; S1P3 antagonist: 3; HMGR II inh: 3; L major viab: -8; Hsp70 activator: -0.2; RAM inhibit: 3.5; TNAP inh hiacc: 22; PMI act satM6P: 1.3

What do the screens show for `CC(=O)C1=C(O)C(=O)N(Cc2cccnc2)C1c1ccc(Cl)cc1Cl` (centres undefined)?
DTT redox prof: 0.0; TNAP inh noacc: -9; PMI act: 1.3; S1P3 antagonist: 5; HMGR II inh: 2; L major viab: -7; Hsp70 activator: 0.0; RAM inhibit: 2.4; TNAP inh hiacc: -5; PMI act satM6P: 1.2

What do the screens show for `CC(C)Sc1nc2c(c(=O)[nH]c(=O)n2C)n1Cc1ccc(Cl)cc1`?
DTT redox prof: -3.3; TNAP inh noacc: -8; PMI act: 1.1; S1P3 antagonist: -2; HMGR II inh: -5; L major viab: 1; Hsp70 activator: -0.1; RAM inhibit: 5.8; TNAP inh hiacc: -3; PMI act satM6P: 1

What do the screens show for `Cc1ccc(NC(=S)NNC(=O)c2ccco2)cc1`?
DTT redox prof: 1.0; TNAP inh noacc: -20; PMI act: 1; HMGR II inh: 2; L major viab: 1; Hsp70 activator: 0.2; RAM inhibit: 1.1; TNAP inh hiacc: -1; PMI act satM6P: 0.9

Results for CC1=C(C(=O)OC2CCCCCC2)C(c2ccc(C)o2)C2=C(CCCC2=O)N1 (centres undefined) ?
DTT redox prof: -0.9; TNAP inh noacc: -5; PMI act: 0.9; S1P3 antagonist: 40; HMGR II inh: -6; L major viab: 25; Hsp70 activator: -0.1; RAM inhibit: -0.1; TNAP inh hiacc: -5; PMI act satM6P: 0.8

Results for O=C1CSC(c2ccc(F)cc2)N1c1nc2ccccc2s1 (centres undefined) ?
DTT redox prof: -0.4; TNAP inh noacc: -11; PMI act: 0.9; S1P3 antagonist: 0; HMGR II inh: -1; L major viab: 1; Hsp70 activator: -0.3; RAM inhibit: 1.7; TNAP inh hiacc: -2; PMI act satM6P: 1

What do the screens show for `Cc1ccc(S(=O)(=O)NCC(=O)OC2CCOC2=O)cc1` (centres undefined)?
DTT redox prof: 2.0; TNAP inh noacc: -10; PMI act: 1.1; S1P3 antagonist: 15; HMGR II inh: -8; L major viab: -6; Hsp70 activator: 0.3; RAM inhibit: 1.4; TNAP inh hiacc: -1; PMI act satM6P: 0.9

Results for CCOc1[nH]n(-c2ccccc2)c(=O)c1C=Nc1ccc(C(=O)OC)cc1 ?
DTT redox prof: -0.4; TNAP inh noacc: 6; PMI act: 1.3; S1P3 antagonist: 8; HMGR II inh: -5; L major viab: -9; Hsp70 activator: 0.4; RAM inhibit: 5.4; TNAP inh hiacc: 4; PMI act satM6P: 1.2

What do the screens show for `CCc1onc(C)c1C(=O)O`?
DTT redox prof: -2.3; TNAP inh noacc: -12; PMI act: 1.1; S1P3 antagonist: -13; HMGR II inh: 1; L major viab: -14; Hsp70 activator: -0.1; RAM inhibit: 0.5; TNAP inh hiacc: -5; PMI act satM6P: 1.2

Results for O=C(NCc1ccccc1)N(Cc1nc2ccccc2c(=O)[nH]1)C1CCCC1 ?
DTT redox prof: 2.0; TNAP inh noacc: -13; PMI act: 0.9; S1P3 antagonist: -14; HMGR II inh: -3; L major viab: 4; Hsp70 activator: -0.4; RAM inhibit: 0.5; TNAP inh hiacc: -7; PMI act satM6P: 0.9

How did NC(=S)Nc1nc2ccccc2s1 do in these assays?
DTT redox prof: 0.0; TNAP inh noacc: -6; PMI act: 1; S1P3 antagonist: 1; HMGR II inh: -1; L major viab: -5; Hsp70 activator: -0.4; RAM inhibit: -1.1; TNAP inh hiacc: 0; PMI act satM6P: 1.2

Results for CCc1ccccc1NC(=O)CSc1nnc(Cn2cnc3ccccc32)o1 ?
DTT redox prof: 0.6; TNAP inh noacc: -18; PMI act: 1; HMGR II inh: -1; L major viab: -4; Hsp70 activator: -0.4; RAM inhibit: 0.4; TNAP inh hiacc: -4; PMI act satM6P: 1

What do the screens show for `COCCSc1ccccc1C(=O)Nc1cc(C)cc(C)c1`?
DTT redox prof: -4.1; TNAP inh noacc: -12; PMI act: 1; S1P3 antagonist: -12; HMGR II inh: -3; L major viab: 0; Hsp70 activator: -0.1; RAM inhibit: 0.5; TNAP inh hiacc: -6; PMI act satM6P: 1

How did CC(C)CN(CCNC(=O)CN1C(=O)CSc2ccc(S(=O)(=O)N3CCOCC3)cc21)CC(C)C do in these assays?
DTT redox prof: 0.4; TNAP inh noacc: -2; PMI act: 1.1; S1P3 antagonist: -15; HMGR II inh: -4; L major viab: 1; Hsp70 activator: -0.4; RAM inhibit: 1.4; TNAP inh hiacc: 4; PMI act satM6P: 1.1

Results for Cc1ccc(-c2ccc(=O)n(CC(=O)NCc3ccco3)n2)cc1 ?
DTT redox prof: 1.8; TNAP inh noacc: -10; PMI act: 1; HMGR II inh: 2; L major viab: -5; Hsp70 activator: -0.5; RAM inhibit: -0.1; TNAP inh hiacc: -4; PMI act satM6P: 1.1

Results for CCCCN(CC)S(=O)(=O)c1ccc(C(=O)N=c2sc3cc(NC(C)=O)ccc3n2C)cc1 ?
DTT redox prof: 0.5; TNAP inh noacc: -6; PMI act: 1.2; S1P3 antagonist: -14; HMGR II inh: -9; L major viab: -2; Hsp70 activator: -0.1; RAM inhibit: 3.6; TNAP inh hiacc: 3; PMI act satM6P: 1.1

How did Cc1cccc(-c2nc(=S)c3c(n2Cc2ccco2)CCCC3)c1 do in these assays?
DTT redox prof: -0.6; TNAP inh noacc: 10; PMI act: 1; HMGR II inh: -6; L major viab: 12; Hsp70 activator: 0.1; RAM inhibit: 7.0; TNAP inh hiacc: -5; PMI act satM6P: 1.1

What do the screens show for `Cc1ccc(S(=O)(=O)Oc2cccc(N3C(=O)C4CC=CCC4C3=O)c2)cc1` (centres undefined)?
DTT redox prof: -0.7; TNAP inh noacc: -9; PMI act: 1; HMGR II inh: -9; L major viab: -8; Hsp70 activator: -0.5; RAM inhibit: 2.1; TNAP inh hiacc: -3; PMI act satM6P: 0.9

What do the screens show for `Cc1ccccc1N1C(=O)c2ccccc2N2C(=O)c3ccccc3C12` (centres undefined)?
DTT redox prof: 0.0; TNAP inh noacc: -3; PMI act: 1; HMGR II inh: -8; L major viab: 1; Hsp70 activator: -0.3; RAM inhibit: 0.6; TNAP inh hiacc: -2; PMI act satM6P: 1.1

How did NS(=O)(=O)c1ccc(NC(=O)CSc2nc3ccccc3[nH]2)cc1 do in these assays?
DTT redox prof: 0.1; TNAP inh noacc: 2; PMI act: 1; S1P3 antagonist: -1; HMGR II inh: -3; L major viab: -3; Hsp70 activator: -0.1; RAM inhibit: 1.2; TNAP inh hiacc: 0; PMI act satM6P: 1

Results for c1ccc(-c2cn3nc4c(nc3n2)CCCC4)cc1 ?
DTT redox prof: 4.2; TNAP inh noacc: -32; PMI act: 1.5; HMGR II inh: -1; L major viab: -4; Hsp70 activator: 0.6; RAM inhibit: 1.2; TNAP inh hiacc: -2; PMI act satM6P: 1.8

What do the screens show for `Cc1ccc(Oc2cc(N3CCOCC3)nc(-c3ccccc3)n2)cc1`?
DTT redox prof: -4.5; TNAP inh noacc: -6; PMI act: 0.8; HMGR II inh: 1; L major viab: -4; Hsp70 activator: -0.1; RAM inhibit: 2.1; TNAP inh hiacc: -2; PMI act satM6P: 0.9

How did C#CCOCCOCCOCCNc1nc(N2CCN(C(=O)[C@H]([C@@H](C)CC)n3cc([C@@H](N)CO)nn3)CC2)nc(N2CCN(C(=O)[C@H]([C@@H](C)CC)n3cc([C@@H](N)Cc4ccc(O)cc4)nn3)CC2)n1 do in these assays?
DTT redox prof: -0.2; TNAP inh noacc: -17; PMI act: 1.2; S1P3 antagonist: -24; HMGR II inh: 0; L major viab: -5; Hsp70 activator: 0.1; RAM inhibit: -0.2; TNAP inh hiacc: -10; PMI act satM6P: 1.3

What do the screens show for `CCCc1cc(=O)n2[nH]c(C)c(-c3ccccc3)c2n1`?
DTT redox prof: 0.3; TNAP inh noacc: -8; PMI act: 1; S1P3 antagonist: -43; HMGR II inh: -1; L major viab: -2; Hsp70 activator: -0.2; RAM inhibit: 2.4; TNAP inh hiacc: -10; PMI act satM6P: 1

Results for O=C1CCCC2=C1C(c1c(Cl)nc3sccn13)C1=C(CCCC1=O)N2 ?
TNAP inh noacc: -2; PMI act: 0.9; S1P3 antagonist: 5; TNAP inh hiacc: 1; PMI act satM6P: 1

What do the screens show for `CC(NS(C)(=O)=O)C(c1cccs1)N1CCN(c2ccc(F)cc2)CC1` (centres undefined)?
DTT redox prof: -0.9; TNAP inh noacc: -2; PMI act: 0.8; HMGR II inh: -3; L major viab: 1; Hsp70 activator: -0.1; RAM inhibit: 0.2; TNAP inh hiacc: -2; PMI act satM6P: 0.9

How did CCN(CC)S(=O)(=O)c1cc(NC(=O)CSc2nnc(-c3cccs3)o2)ccc1C do in these assays?
DTT redox prof: 0.0; TNAP inh noacc: -12; PMI act: 1; S1P3 antagonist: -1; HMGR II inh: -2; L major viab: -5; Hsp70 activator: -0.3; RAM inhibit: 2.0; TNAP inh hiacc: 0; PMI act satM6P: 0.9

An unsorted share of the library; any-hit rate near 12%.
